Screening data as filed in PubChem BioAssay.
Growth percent in the NCI-60 one-dose screen (48 h, 10 µM unless noted): 100 = growth as untreated, 0 = no growth, -100 = all killed.
MDA-MB-231 = MDA-MB-231 breast cancer | hit rate 5% among 81,000
HS 578T = HS 578T breast cancer | hit rate 4.1% among 78,000 | AID 1794788
BT-549 = BT-549 breast cancer; hit rate 4.4% among 78,000; AID 1794793
MCF7 = MCF7 breast cancer | hit rate 6.3% among 82,000
MDA-MB-468 = MDA-MB-468 breast cancer; AID 2202374; hit rate 8.5% among 78,000
LOX IMVI = LOX IMVI melanoma | hit rate 7.4% among 79,000 | AID 1794757
T-47D = T-47D breast cancer; hit rate 5% among 79,000; AID 1794792
K-562 = K-562 leukemia | hit rate 7.4% among 78,000 | AID 1794777
* marks the source's active call; other numbers are inactive results; . = no result given; & = joins results of further samples. The calls were made as follows: active = growth percent below 10; inactive = the rest. This is a random part of the collection. About 12% of those tested had a hit in this group.

SMILES	MDA-MB-231	HS 578T	BT-549	MCF7	MDA-MB-468	LOX IMVI	T-47D	K-562
CN(C)S(=O)(=O)n1cnc([C@@H]2[C@@H]3C(=O)OC[C@@H]3C[C@]23N=CN(Cc2ccccc2)C3=O)c1	112	100	116	100	97	101	102	116
O=C(CSc1ccccc1C(=O)Nc1ccc(-n2ccnc2)cc1)NCC1CCCCC1	89	91	76	62	63	83	47	66
COC(=O)CCc1nc(C(=O)OC)c(CCC(=O)OC)nc1C(=O)OC	102	106	97	97	103	99	102	86
CN1C2=NCCN2C(=O)c2cc(Cl)ccc21	109	110	100	88	99	100	96	100
COc1cc(/C=C2\C(=O)N(CCCCn3c4ccccc4c(=O)c4ccccc43)c3ccccc32)cc(OC)c1O	70	69	51	23	46	53	66	16
CC(C)CCC[C@@H](C)[C@H]1CC[C@H]2[C@@H]3CCC4=C(Cl)C(=O)CC[C@]4(C)[C@H]3CC[C@]12C	107	97	.	105	98	97	97	104
CCNC(=O)c1ccc(Cl)cc1	94	97	.	92	100	99	.	101
Cc1nnc2c3nnc(-c4ccc(Cl)cc4)n3c3ccccc3n12	100	98	91	101	100	97	105	90
C1=C\COCc2cc(ccc2OCCN2CCCC2)Nc2nccc(n2)-c2cccc(c2)COC/1	-1.9*	.	22	-25*	-54*	-70*	-23*	1.9*
CC1=NCCC2NC(=O)NC(C)=C12 (stereo not drawn)	100	97	86	107	93	99	113	106
N#Cc1c(-c2ccc(Cl)cc2)nc(SCc2ccc(F)cc2)nc1N1CCOCC1	101	104	129	88	93	95	81	84
Cc1cc(N)ccc1Cc1ccc(N)cc1C	91	96	86	95	108	98	87	91
CC1=C2[C@@H](CC1=O)[C@](C)(O)CC[C@@H]1[C@@H](CN(C)C)C(=O)O[C@@H]21	103	104	110	81	73	97	98	87
O=S1(=O)c2ccccc2N(c2ccccc2)c2nc(COc3ccc(-c4nc5ccccc5s4)cc3)nn21	82	115	111	104	.	90	90	17
CC1=NN(C)C(=O)C1C(=O)c1nnn(-c2ccccc2)c1C (stereo not drawn)	106	92	95	97	98	93	108	.
O=C1C2=C(NC(=S)NC2c2ccc3c(c2)OCO3)c2ccccc21 (stereo not drawn)	104	97	101	97	108	99	99	103
COc1ccc(-c2cc(-c3nnc(SCC(=O)Nc4ccc(/C(C)=N\O)cc4)o3)c3ccccc3n2)cc1	114	100	108	96	106	98	102	97
COc1ccc2[nH]c(=O)cc(-n3ncc(/C(C)=N/Nc4ccc(C(=O)O)cc4)c3C)c2c1	95	98	98	94	111	98	96	97
CCC(Cc1ccccc1)=C(c1ccc(O)cc1)c1ccc(O)cc1	95	96	106	105	99	99	72	86
COc1ccc(-c2nn(-c3cccc(Cl)c3)cc2-c2c(C#N)c(N)nc3c2CCCC3)cc1	110	80	123	42	65	79	50	62
Clc1cccc(Cn2cc(CSc3nc4ccccc4s3)nn2)c1	92	100	102	88	87	91	93	91
c1nc2ccc(-c3cc4ccc5[nH]ncc5c4c4c3CCCC4)cc2[nH]1	82	65	34	59	17	53	60	28
COC(=O)C1CN(Cc2ccccc2)C(=O)C1=O (stereo not drawn)	117	.	109	100	104	86	100	109
CCN(CC)CCCNc1c2ccc(Cl)cc2nc2ccc(OC)cc12	-40*	34	-20*	-16*	-35*	-43*	.	-22*
COc1cc(/C=C/C(=O)c2c(C)nc3ccccc3c2C)ccc1OCCCOc1cc2c(cc1OC)C(=O)N1CCC[C@H]1C=N2	-36*	-2.3*	-94*	-51*	.	-99*	-39*	-11*
The results go on.
SMILES	MDA-MB-231	HS 578T	BT-549	MCF7	MDA-MB-468	LOX IMVI	T-47D	K-562
O=C(Nc1ccc2c(ccn2C(=O)c2cccc(F)c2)c1)NC1CCCCC1	85	84	88	77	68	86	78	77
O=c1c2ccccc2nc2ccc(Cl)nn12	109	111	104	75	88	80	96	97
N#CC1=C(/N=C/c2ccccc2)Oc2c(ccc3ccccc23)C1c1ccccc1Cl (stereo not drawn)	71	96	100	65	92	88	73	95
Cc1cc(C)cc(C(=O)c2cc(Cl)ccc2OCCn2c(=O)ccn(CCOc3ccccc3)c2=O)c1	67	67	86	50	51	76	40	40
Cc1c(-c2ccccc2Br)nc2ccccc2c1C(=O)O	114	112	107	115	109	101	.	108
C[C@H]1[C@H](/C=C/c2ccccc2)[C@H]1CCO	100	89	102	93	98	93	100	.
Clc1ccc(-c2cc(-n3nnnc3-c3ccccc3)no2)cc1	96	111	104	96	102	99	84	99
COc1ccc(/C=C/C(=O)c2c(C)oc3nc[nH]c(=O)c23)cc1	97	102	99	69	92	88	.	88
Cc1ccc(S(=O)(=O)N(CCCc2c(C)nc[nH]c2=O)c2ccccc2)cc1	107&95	94	110&103	108&106	98&104	104&91	106&112	95&132
Cc1ccc(OCC(O)CN2CCN(c3cccc(Cl)c3)CC2)cc1 (stereo not drawn)	97	105	100	87	106	75	106	124
CCCCCCOC(=O)N1CCN(c2ccccc2)CC1	105	93	.	96	102	99	93	89
CC(C)OC(CCCl)c1ccc(Cl)cc1 (stereo not drawn)	125	.	101	103	109	103	98	91
COCCn1cc(-c2nc(-c3ccsc3)cs2)c2cc(Br)ccc21	78	99	97	78	82	73	65	57
Cc1cc(C(C)(C)C)c(O)c(C(C)(C)C)c1	104&105	95&118	100	96&99	106&110	101&96	104&101	102
Cc1ccc(-c2nc(-c3ccc(-c4nc5ccc(F)cc5[nH]4)cc3)no2)cc1	98	115	93	96	99	86	80	.
C=C(C)C1CCC2(C(=O)O)CCC3(C)C(CCC4C5(C)CCC(OC(=O)NCc6ccccc6)C(C)(C)C5CCC43C)C12 (stereo not drawn)	54	85	65	36	35	40	34	28
COC(=O)C1C2CC(=O)C(C2)C1C(=O)OC (stereo not drawn)	123&103	96&102	109&105	95&107	107&91	96&102	98&103	96&92
COc1cc2c(cc1OC)C1c3ccccc3NC(=O)N1CC2 (stereo not drawn)	85	100	105	102	90	105	84	98
C/C(=N\NC(=O)CSc1nc2ccccc2c(=O)n1CCc1ccc(S(N)(=O)=O)cc1)c1ccc(Br)cc1	37	91	94	81	84	63	92	54
CCOC(=O)C[n+]1cccc(Br)c1	109	81	121	98	95	97	98	94
N=C(N)c1ccc(-c2ccc(-c3ccc(Cl)c(Cl)c3)o2)nc1	-47*	95	95	-77*	-17*	-75*	86	-1.0*
O=S(=O)(Oc1ccc(-c2cn3ccsc3n2)cc1)c1cc(C(F)(F)F)cc(C(F)(F)F)c1	107	86	103	85	101	97	87	105
O=c1cc(O)cc[nH]1	114	101	101	103	105	95	94	96
C/C(=N\N1C(=O)c2ccccc2NC1c1ccccc1Br)c1c(O)cc(C)oc1=O (stereo not drawn)	99&102	102&95	99&109	88&97	86&97	89&96	110&92	91&92
N=c1c2c(=N)n3c(nc2nc2sc4cc(Cl)ccc4n12)sc1cc(Cl)c(Cl)cc13	79	113	104	73	99	107	65	74
(listing goes on)
SMILES	MDA-MB-231	HS 578T	BT-549	MCF7	MDA-MB-468	LOX IMVI	T-47D	K-562
O=C1c2ccccc2C(O)(c2ccc(Cl)cc2)c2ccc(Cl)cc21 (stereo not drawn)	93	101	107	97	84	79	82	94
CC/C(=N/O)c1ccc(O)cc1O	113	102	110	107	108	103	103	124
C=C1C(=O)C2CCC1C2 (stereo not drawn)	103	74	93	109	110	106	99	93
CNC(=O)c1cc(Oc2ccc(NC(=O)Nc3ccc(Cl)c(OC)c3)c(F)c2)ccn1	74	88	99	78	56	72	33	57
COc1cc(-c2cc(-c3ccc(Nc4nc(Nc5ccccc5)nc(Nc5ccc(Cl)cc5)n4)cc3)nc(N)n2)cc(OC)c1OC	59	.	71	35	91	60	38	24
CNC(=O)C(=O)[C@H](Cc1ccccc1)NC(=O)c1[nH]c2ccccc2c(=O)c1C	104	107	104	91	110	101	104	95
CCOC(=O)c1cc(-c2ccc(OC)cc2)[nH]c1NNC(=O)CCOC	95	104	92	113	.	95	95	100
COc1ccc(-c2nn(-c3cccc(Cl)c3)cc2/C=C2\C(=N)N(c3ccccc3)N=C2N)cc1	59	82	101	27	58	6.5*	29	1.8*
CC(=O)c1c(C)cc(C)c(Br)c1C	119	102	101	98	114	103	96	.
CC(=C/c1ccccc1)/C=N/Nc1ccc(S(=O)(=O)c2ccc(N/N=C/C(C)=C\c3ccccc3)cc2)cc1	104	.	96	88	115	97	86	80
COc1cc(NCC(O)CN2CCCCC2)c2ncccc2c1 (stereo not drawn)	97	99	80	86	91	91	.	.
CC1(C)CC(=O)C(CSC(=O)c2ccccc2)C(=O)C1	93	108	.	102	98	94	100	85
COc1ccc2nc(C)ccc2c1	102	113	95	99	96	96	93	120
Nc1ccc2[nH]cc(-c3c4ccccc4cc4[nH]c5ccc(N)cc5c34)c2c1	100	108	112	96	109	106	110	.
O=[N+]([O-])c1cc(F)ccc1Nc1ccc(F)cc1	105	107	92	98	100	98	107	98
COc1ccc(-c2nc(SCCC(C)C)nc(N3CCCCC3)c2C#N)cc1	101	104	93	96	98	100	65	99
CC(=O)Oc1ccc(OCCCN(C)c2ccccc2)cc1	69	85	41	35	57	33	54	55
COc1ccc(Nc2nc(C)c(/C(C)=N/NC(=S)Nc3ccccc3)s2)cc1	93	94	97	75	86	91	85	69
NC(Cc1ccccc1)C(=O)O (stereo not drawn)	111	114	106	105	103	99	95	103
Cc1c(-c2nnc(-c3cccc4ccccc34)o2)nnn1-c1ccc([N+](=O)[O-])cc1	92	100	100	94	96	96	97	95
O=C(O)c1ccccc1C(=O)N(c1ccccc1)c1ccccc1	100	102	100	98	100	96	113	104
O=C1N/C(=N/c2ccccn2)S/C1=C/c1ccc(Cl)cc1	96	96	105	85	106	98	100	90
O=c1cc(C(F)(F)F)c2cc(-c3cc4ccccc4c(=O)o3)c(O)cc2o1	86	80	64	77	61	73	49	50
N#Cc1cnc(-n2cc(C#N)c(-c3ccccc3)n2)nc1N	108	109	97	106	124	97	103	88
COc1ccc(NC(=S)Nc2ccc(Nc3ncnc4sc5c(c34)CCN(C(=O)OC(C)(C)C)C5)cc2)cc1	82	.	85	76	104	86	71	87
Other compounds:
SMILES	MDA-MB-231	HS 578T	BT-549	MCF7	MDA-MB-468	LOX IMVI	T-47D	K-562
Cc1ccc(Br)c(C(=O)O)c1	112	117	84	97	111	95	94	81
Cc1oc(-c2ccccc2Cl)cc1C(=O)Nc1ccc(S(N)(=O)=O)cc1	93	101	104	93	109	.	83	96
Cc1ccc2nc(NC(=O)CSc3nc(=S)c(C#N)c(-c4ccccc4)[nH]3)sc2c1	99	92	102	92	93	102	92	99
CC(CC1c2ccccc2CCc2ccccc21)CN(C)C (stereo not drawn)	60	88	96	94	79	91	87	78
Brc1c2ccccc2c(Br)c2ccccc12	94	115	105	83	91	96	.	104
O=[N+]([O-])c1ccc(O)cc1	122	93	93	109	110	94	109	103
CCOc1ccc2sc(NS(=O)(=O)c3ccc(N)cc3)nc2c1	106	106	.	97	.	105	122	103
COC1(C)NC(Cl)=C(C#N)C(C#N)(C#N)C1(C)C (stereo not drawn)	103	128	117	94	114	107	94	104
CS(=O)(=O)c1ccc(/C(=N/NC(N)=S)c2ccc(Cl)cc2)cc1	97	104	100	79	73	93	85	59
O=C(OC1OC(COCc2ccccc2)C(OCc2ccccc2)C1OCc1ccccc1)c1ccc([N+](=O)[O-])cc1 (stereo not drawn)	84	81	121	83	73	90	85	60
C=C[C@H]1CCC/C=C/[C@@H]2C[C@H](O)C[C@H]2[C@H](O)/C=C/C(=O)O1	-74*	19	0.7*	-50*	-43*	-99*	-14*	9.9*
CN1CC(O)(C(O)C(O)C(O)CO)SC1=S (stereo not drawn)	115	96	102	88	108	107	101	97
COc1cc(C)c(CCC2(C)C=Cc3cc(O)ccc3O2)c(C)c1C (stereo not drawn)	87	79	108	96	106	100	57	89
O=S(=O)(c1ccc(N=C2NN=C(c3c[nH]c4ccccc34)CS2)cc1)N1CCOCC1	99	94	60	70	.	87	54	48
COc1ccc(C(=O)/C=C/c2cc(-c3ccc4c(c3)OCO4)n[nH]2)c(F)c1	85	104	88	78	83	86	63	78
O=C(COc1cccc(N2C(=O)c3ccccc3C2=O)c1)c1ccc(F)cc1	110	127	109	99	105	100	104	104

Structures shown so far that have two or more sulfur atoms:
SMILES	MDA-MB-231	HS 578T	BT-549	MCF7	MDA-MB-468	LOX IMVI	T-47D	K-562
O=S1(=O)c2ccccc2N(c2ccccc2)c2nc(COc3ccc(-c4nc5ccccc5s4)cc3)nn21	82	115	111	104	.	90	90	17
Clc1cccc(Cn2cc(CSc3nc4ccccc4s3)nn2)c1	92	100	102	88	87	91	93	91
COCCn1cc(-c2nc(-c3ccsc3)cs2)c2cc(Br)ccc21	78	99	97	78	82	73	65	57
C/C(=N\NC(=O)CSc1nc2ccccc2c(=O)n1CCc1ccc(S(N)(=O)=O)cc1)c1ccc(Br)cc1	37	91	94	81	84	63	92	54
O=S(=O)(Oc1ccc(-c2cn3ccsc3n2)cc1)c1cc(C(F)(F)F)cc(C(F)(F)F)c1	107	86	103	85	101	97	87	105
N=c1c2c(=N)n3c(nc2nc2sc4cc(Cl)ccc4n12)sc1cc(Cl)c(Cl)cc13	79	113	104	73	99	107	65	74
COc1ccc(Nc2nc(C)c(/C(C)=N/NC(=S)Nc3ccccc3)s2)cc1	93	94	97	75	86	91	85	69
COc1ccc(NC(=S)Nc2ccc(Nc3ncnc4sc5c(c34)CCN(C(=O)OC(C)(C)C)C5)cc2)cc1	82	.	85	76	104	86	71	87
Cc1ccc2nc(NC(=O)CSc3nc(=S)c(C#N)c(-c4ccccc4)[nH]3)sc2c1	99	92	102	92	93	102	92	99
CCOc1ccc2sc(NS(=O)(=O)c3ccc(N)cc3)nc2c1	106	106	.	97	.	105	122	103
CS(=O)(=O)c1ccc(/C(=N/NC(N)=S)c2ccc(Cl)cc2)cc1	97	104	100	79	73	93	85	59
CN1CC(O)(C(O)C(O)C(O)CO)SC1=S (stereo not drawn)	115	96	102	88	108	107	101	97
O=S(=O)(c1ccc(N=C2NN=C(c3c[nH]c4ccccc34)CS2)cc1)N1CCOCC1	99	94	60	70	.	87	54	48
